Sm TGR inh: blocks Schistosoma mansoni thioredoxin glutathione reductase. Q962Y6. purified TGR, DTNB reduction, TNB absorbance 405 nm. Potency, µM (doses to about 114 µM), inactives show at the highest dose activity change, negative = inhibition, most hits filed as inhibitors. hit rate 3% among 360,000; further: nearly all actives have a fitted effect of over 60% in size
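TGR 20 nM + NADPH 100 uM (dispensed conc.), cpd preinc 15 min RT; start with NADPH (500 uM addition) then DTNB (15 mM addition). Kinetic TNB absorbance, 405 nm filter. Four-parameter Hill fit across titration.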
Pf growth 96h: inhibits malaria parasite growth, 96 h; P. falciparum luciferase reporter growth, 96 h; Potency, µM (highest dose often 28.7 µM), for the others: at the top dose activity change, negative = inhibition, hits mostly inhibitors; hit rate 6.9% among 320,000; AID 504834
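Delayed-death screen, second-generation endpoint: infected erythrocytes, 2% hematocrit, 0.05% parasitemia final; 96 hours at 37 C, 5% CO2; luciferase detection reagent; luminescence decrease equals reduced growth.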
Pf growth 48h: inhibits P. falciparum growth in the first generation, 48 h | P. falciparum luciferase growth in erythrocytes, 48 h | Potency, µM (doses to about 28.7 µM), for inactives: at the top dose activity change, negative = inhibition, most hits filed as inhibitors | hit rate 5.9% among 310,000
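Luciferase-expressing parasites in RBCs, 2% Hct / 0.1% parasitemia final; RPMI 1640 + 0.5% Albumax; 37 C, 5% CO2, one generation; luminescence read-out, lower signal = inhibition.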
LmPK inhibitor: inhibitors of Leishmania mexicana pyruvate kinase. Q27686. purified LmPK, Kinase-Glo ATP luminescence, 1 h. hit rate 0.37% among 290,000. Potency, µM (titrated, usually from 57.5 µM), for inactives: at the top dose activity change, negative = inhibition, actives largely listed as inhibitors. AID 1721
Target sequence (Q27686 whole entry, looked up): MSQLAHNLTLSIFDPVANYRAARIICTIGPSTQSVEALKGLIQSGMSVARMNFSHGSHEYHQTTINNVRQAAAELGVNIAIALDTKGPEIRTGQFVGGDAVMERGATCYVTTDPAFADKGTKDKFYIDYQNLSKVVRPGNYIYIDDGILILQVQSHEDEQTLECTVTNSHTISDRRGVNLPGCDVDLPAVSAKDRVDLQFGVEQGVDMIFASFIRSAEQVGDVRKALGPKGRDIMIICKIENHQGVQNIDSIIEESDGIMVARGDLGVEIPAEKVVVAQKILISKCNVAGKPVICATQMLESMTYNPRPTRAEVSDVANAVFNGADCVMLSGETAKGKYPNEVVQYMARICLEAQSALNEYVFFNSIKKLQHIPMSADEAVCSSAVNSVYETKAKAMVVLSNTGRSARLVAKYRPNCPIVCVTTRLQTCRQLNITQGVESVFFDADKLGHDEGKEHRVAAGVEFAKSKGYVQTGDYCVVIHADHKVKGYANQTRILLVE
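0.1 nM LmPK, 0.5 mM PEP, 0.1 mM ADP; 50 mM imidazole pH 7.2, 7 mM MgCl2, 50 mM KCl; 1 h RT. Kinase-Glo luminescence readout, normalized to no-enzyme (full inhibition) and uninhibited wells.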
Tb PYK inh: inhibitors of Trypanosoma brucei pyruvate kinase | Potency, µM (titrated, usually from 76.8 µM), inactives show top-dose activity, negative = inhibition, actives largely listed as inhibitors | TbPYK enzyme, Kinase-Glo Plus ATP luminescence, 45 min | hit rate 0.12% among 410,000; further: nearly all actives have a fitted effect of over 50% in size
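Glycolytic pyruvate kinase of T. brucei was incubated with substrate, test compound and 130 uM ADP for 45 minutes at room temperature. Luminescent Kinase-Glo Plus signal was measured after 10 minutes.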
HCV inhibitor: blocks hepatitis C virus. Potency, µM (top dose mostly 41.8 µM), for inactives: at the top dose activity change, negative = inhibition, usual class: inhibitors. AID 651820. hit rate 3.4% among 340,000. Huh7.5.1 HCVcc-Cre infection, luciferase reporter, 44 h
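A cell-based infection assay in which seeded cells (1,000 per well) receive test compound after 4 h, are inoculated with HCVcc-Cre at approximately 0.5 moi, and are incubated 44 h before luminescence detection.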
* hit, by the source's call; u = inconclusive; x = no result given; [ ] = dose if it differs, or a comment. The call rests on the fitted dose curve; in most records, active means well fitted curve in the direction sought with a large enough effect; inconclusive means small, poorly fitted or top-dose-only effect, or another doubt; inactive means no such curve, though single readings can be large; an effect the other way counts as inactive or inconclusive. On the % scale 0 is the no-effect control and ±100 the full control effect; potency means the concentration at half of the fitted maximal effect. Compounds were not picked by outcome; 16% or so of the library scored in one or more.

SMILES | Sm TGR inh | Pf growth 96h | Pf growth 48h | LmPK inhibitor | Tb PYK inh | HCV inhibitor
CCC(C)(C)NC(=O)C(c1ccc(OC)cc1)N(C(=O)CCC(=O)Nc1cc(C)on1)c1cc(OC)ccc1OC (centres undefined) | -14% | -15% | u | 4% | -4% | -1%
Cc1nc2c(Br)c(C)nn2c2c1CCC2 | 14% | 35%[activator] | x | 9% | 3% | -10%
O=C(NCC(=O)N1CCCCCC1)c1ccc(OC(F)F)cc1 | 0% | 1% | 13% | -1% | 6% | -1%
COc1ccc(-n2nc(C(=O)NCC(=O)N3CCN(C)CC3)c3ccccc3c2=O)cc1 | 3% | 8% | 4% | 1% | 0% | 4%
Cc1ccc(S(=O)(=O)NC(CC(C)C)C(=O)N2CCN(C/C=C/c3ccccc3)CC2)cc1 (centres undefined) | -4% | u | 8.3µM* | x | -11% | 11µM*
COc1ccccc1NC(=O)C12CC3CC(C1)CC(c1ccc(C)cc1)(C3)C2 | 31% | 66%[activator] | 0.66µM* | 0% | -2% | -19%
O=C(Cn1nnc(-c2ccccc2)n1)NNC(=O)c1ccc(Br)cc1 | -1% | -8% | 31%[activator] | -2% | 1% | 10%
CCN1CCN(C(=O)c2[nH]c3ccc(OC)cc3c2C)CC1 | -19% | u | 13% | 3% | 1% | 3%
CC(Oc1ccc(F)cc1)C(=O)Nc1sc2c(c1C(=O)NCc1cccnc1)CCCC2 (centres undefined) | 0% | 6.6µM* | 8.3µM* | -1% | -8% | 2.5µM*
N#Cc1ccsc1NC(=O)CN(Cc1ccccc1)Cc1ccccc1 | -8% | u | u | 3% | -4% | -2%
CCN1C(=O)c2ccccc2Sc2ccc(C(=O)NC(C)C)cc21 | 11% | 30% | -11% | -7% | 1% | 7%
CCCCNC(=S)Nc1ccc(Cl)cc1 | -17% | 30%[activator] | 22% | 0% | -2% | 0%
O=C(CCNS(=O)(=O)c1ccc(Br)cc1)NC1CCCCC1 | 9% | 3% | u | 9% | -10% | 1%
O=C(O)c1ccc(-n2c(-c3ccc(Br)cc3)n[nH]c2=S)cc1 | 2% | x | 6% | 7.1µM* | u | 9%
O=C(Cn1cnc([N+](=O)[O-])c1)c1ccc(F)cc1 | 2% | 106%[activator] | -100% | x | 3% | 2%
CCN(CC)S(=O)(=O)c1ccc2[nH]cc(C(=O)NCCN3CCCCC3C)c(=O)c2c1 (centres undefined) | 0% | x | 4.1µM* | -8% | 8% | 9%
COc1ccc(/C=N/NC(=O)c2ccc(Br)cc2)c(OC)c1 | 4% | u | u | 7% | -4% | -8%
Cc1ccsc1C1C(C#N)=C(N)N(N(C)C)C2=C1C(=O)CC(C)(C)C2 (centres undefined) | 5% | u | u | -3% | 3% | 3%
CCCSc1nc2cc(OC)c(OC)cc2c(=N)n1CCCN1CCOCC1 | -8% | 4.7µM* | 12µM* | -11% | -22% | 11µM*
CN(C)Cc1cc(CCNC(=O)c2ccc(Cl)cc2)ccc1O | -15% | 51%[activator] | u | 3% | 10% | -9%
COc1ccc(-c2nnc(SCC(=O)NC3CCCc4ccccc43)n2N)cc1 (centres undefined) | 5% | 2% | -7% | 0% | -7% | 9%
COc1ccc(NC(=O)c2nc[nH]c2C(=O)N2CCC(C)CC2)cc1 | 21% | 5% | -2% | 5% | -9% | 16%
CC(OC(=O)Cc1c[nH]c2ccccc12)C(=O)NC1CCCCC1C (centres undefined) | 3% | 9% | u | x | 2% | 0%
CNC(=O)c1c(NC(=O)c2cccc(C)c2)sc2c1CCC2 | u | -22% | -19% | -5% | 0% | u
O=C(NC(=S)NCCSc1ccccc1)c1cccnc1 | -35% | -25% | 53%[activator] | 2% | 11% | -11%
CCOc1ccc(C(=O)NC2CCN(C(=O)Nc3ccccc3OC)CC2)cc1 | -9% | -13% | u | 5% | 3% | 0%
S=C1NCN(CCc2ccccc2)CN1Cc1ccccc1 | 8% | u | -29% | -5% | 3% | -24%
O=C(NN1CCOCC1)c1ccc(Cl)cc1[N+](=O)[O-] | 0% | u | 5% | -2% | -6% | 17%
N#CCOc1nc(N2CCCCC2)nc(N2CCCCC2)n1 | 2% | 30% | 3% | 0% | 1% | 14µM*
O=C(CCN1CCN(c2ccccc2)CC1)Nc1nccs1 | 2% | -20% | x | -8% | 7% | 21%

Four entries from above, field by field.
SMILES: Cc1ccsc1C1C(C#N)=C(N)N(N(C)C)C2=C1C(=O)CC(C)(C)C2 (centres undefined)
  Sm TGR inh: 5%	Pf growth 96h: u	Pf growth 48h: u	LmPK inhibitor: -3%	Tb PYK inh: 3%	HCV inhibitor: 3%
SMILES: CCCSc1nc2cc(OC)c(OC)cc2c(=N)n1CCCN1CCOCC1
  Sm TGR inh: -8%	Pf growth 96h: 4.7µM*	Pf growth 48h: 12µM*	LmPK inhibitor: -11%	Tb PYK inh: -22%	HCV inhibitor: 11µM*
SMILES: CN(C)Cc1cc(CCNC(=O)c2ccc(Cl)cc2)ccc1O
  Sm TGR inh: -15%	Pf growth 96h: 51%[activator]	Pf growth 48h: u	LmPK inhibitor: 3%	Tb PYK inh: 10%	HCV inhibitor: -9%
SMILES: COc1ccc(-c2nnc(SCC(=O)NC3CCCc4ccccc43)n2N)cc1 (centres undefined)
  Sm TGR inh: 5%	Pf growth 96h: 2%	Pf growth 48h: -7%	LmPK inhibitor: 0%	Tb PYK inh: -7%	HCV inhibitor: 9%

(continued)
SMILES | Sm TGR inh | Pf growth 96h | Pf growth 48h | LmPK inhibitor | Tb PYK inh | HCV inhibitor
O=C(NC(=S)N1CCN(c2ccc(O)cc2)CC1)c1cccs1 | 0% | u | 8% | -5% | -18% | 1%
CN(CC(=O)Nc1ccc(F)cc1)C(=O)c1ccc(OCc2ccccc2)cc1 | 1% | 1% | -26% | x | -1% | 1%
Cc1oc(CC(C)C)cc1C(=O)NCCCC(=O)O | -13% | u | -18% | 0% | -2% | 7%
NC(C(=O)O)c1cc(=O)[nH]o1 (centres undefined) | -25% | 5% | -13% | x | 1% | 4%
CCNc1nc(NCC)nc(N(C#N)CCOc2ccccc2)n1 | x | 5.2µM* | u | 3% | 3% | -5%
Cc1ccc(S(=O)(=O)N2CCN(C(=O)Cc3ccsc3)CC2)c(C)c1 | 2% | u | 31%[activator] | 2% | -12% | u
Cc1cc(C)n(C(=O)c2ccc(S(=O)(=O)NCC3CCCO3)cc2)n1 (centres undefined) | 9% | u | 5% | -2% | 2% | 1%
COc1ccc(N2C(=O)CC(NNC(=O)c3ccco3)C2=O)cc1 (centres undefined) | 0% | 3% | 9% | 4% | 5% | 2%
Cc1cc(NC(=O)C(=O)NCCN2CCN(S(C)(=O)=O)CC2)ccc1Br | x | 0% | 9% | -2% | 0% | -5%
CNC(C)C#Cc1ccc2sc3cccc(OC)c3c(=O)c2c1 (centres undefined) | u | u | u | -5% | 5% | u
Cc1cccc(CS(=O)(=O)c2ncc(CO)n2C)c1 | -12% | 4% | x | 6% | -4% | 4%
CCC(C(=O)O)N1C(=O)c2ccccc2C1=O (centres undefined) | -8% | 29% | -12% | -8% | -10% | 8%
CC1CCN(c2ccc([N+](=O)[O-])cc2C(=O)N2CCOCC2)CC1 | -1% | -20% | -8% | -3% | -1% | 20%
CC(=O)c1ccc(NC(=O)c2sc3nc(N4CCOCC4)c4c(c3c2N)CCCC4)cc1 | -3% | -16% | 11% | -23% | u | -17%
CCOC(=O)c1c(/N=C/c2cc(C)ccc2O)sc2c1CCC2 | -10% | -17% | 17% | -1% | -4% | u
CCOc1ccccc1CN1CCN(Cc2csc(C(C)=O)c2)CC1CCO (centres undefined) | u | 11% | 4% | -2% | -4% | -1%
Cc1occc1-c1nnc(SCC(=O)Nc2ccc(F)cc2)n1C | 4% | 4% | u | 0% | 4% | -4%
COC(=O)C(Cc1cnc(Cl)s1)(C(=O)OC)c1ccc([N+](=O)[O-])cc1 | -5% | u | x | 1% | -7% | -17%
CNC(=O)CSc1nnnn1-c1ccc2c(c1)OCCO2 | -8% | -15% | 4% | -1% | 1% | 4%
CCCCn1c(CCNC(=O)c2ccco2)nc2ccccc21 | 1% | -19% | -26% | 0% | 2% | -6%

Part of the list above, as comma-separated lines.
SMILES,Sm TGR inh,Pf growth 96h,Pf growth 48h,LmPK inhibitor,Tb PYK inh,HCV inhibitor
CCOC(=O)c1c(/N=C/c2cc(C)ccc2O)sc2c1CCC2,-10%,-17%,17%,-1%,-4%,u
CCC(C(=O)O)N1C(=O)c2ccccc2C1=O (centres undefined),-8%,29%,-12%,-8%,-10%,8%
CC(=O)c1ccc(NC(=O)c2sc3nc(N4CCOCC4)c4c(c3c2N)CCCC4)cc1,-3%,-16%,11%,-23%,u,-17%
Cc1occc1-c1nnc(SCC(=O)Nc2ccc(F)cc2)n1C,4%,4%,u,0%,4%,-4%

Other structures
SMILES | Sm TGR inh | Pf growth 96h | Pf growth 48h | LmPK inhibitor | Tb PYK inh | HCV inhibitor
CCCc1nc(NCc2ccccc2)c(C#N)c2c1CCCC2 | -11% | u | 6.6µM* | -6% | -5% | 9%
COc1ccc(NC(=O)Cn2nnc(C(=O)NCc3cccs3)c2N)cc1OC | -5% | u | 16% | 0% | -2% | -2%
CCOC(=O)C(/C(N)=N/C(=O)Nc1ccccc1)=C(\C)O | -7% | 9.3µM* | -5% | -5% | 0% | 21%
O=c1c2ccccc2oc2nc3n(c(=O)c12)CCCS3 | 2% | 9% | -5% | -1% | -1% | 11%
O=C(CN1CCN(c2ccc(O)cc2)CC1)Nc1cc([N+](=O)[O-])ccc1Cl | -16% | u | 13% | -2% | -25% | 1%
Cc1nn(Cc2ccccc2Cl)c(C)c1NC(=O)c1nc2ncccn2n1 | 0% | 26% | -18% | -4% | 5% | 16%
COc1ccccc1NC(=O)C1=C(C)NC(=O)NC1c1ccco1 (centres undefined) | 0% | 31%[activator] | 4% | 1% | 3% | 9%
COc1ccccc1CNC(=O)N1CCN(S(=O)(=O)c2ccccc2)CC1 | 4% | -22% | 18% | 6% | 2% | 17%
COc1ccc(C(=O)N/N=C/c2cc3ccccc3[nH]c2=O)cc1 | 16% | 3% | 4% | -3% | 2% | 7%
Cc1ccc(/C=C2/SC(=S)N(c3ccc(S(=O)(=O)Nc4nccs4)cc3)C2=O)cc1 | -1% | -10% | 7% | 0% | -4% | 13%
O=C(C(=O)N1CCOCC1)c1cn(Cc2c(F)cccc2Cl)c2ccccc12 | 3% | 2% | -11% | 3% | 3% | 20%
O=[N+]([O-])c1ccc(Cl)c(S(=O)(=O)n2ccnc2)c1 | 0% | -5% | 2.9µM* | 0% | -1% | 4%
Cc1ccnc(NS(=O)(=O)c2ccc(NC(=O)C(C)(C)C)cc2)n1 | -4% | 48%[activator] | 1.9µM* | 2% | -14% | -3%

4 compounds picked at random from those above, as already listed:
SMILES | Sm TGR inh | Pf growth 96h | Pf growth 48h | LmPK inhibitor | Tb PYK inh | HCV inhibitor
COc1ccc(NC(=O)Cn2nnc(C(=O)NCc3cccs3)c2N)cc1OC | -5% | u | 16% | 0% | -2% | -2%
Cc1ccnc(NS(=O)(=O)c2ccc(NC(=O)C(C)(C)C)cc2)n1 | -4% | 48%[activator] | 1.9µM* | 2% | -14% | -3%
O=C(C(=O)N1CCOCC1)c1cn(Cc2c(F)cccc2Cl)c2ccccc12 | 3% | 2% | -11% | 3% | 3% | 20%
Cc1nn(Cc2ccccc2Cl)c(C)c1NC(=O)c1nc2ncccn2n1 | 0% | 26% | -18% | -4% | 5% | 16%

Compound activity deposited in PubChem by National Center for Advancing Translational Sciences (NCATS).
